High-throughput results from PubChem BioAssay.
HCV inhibitor = qHTS Assay for Inhibitors of Hepatitis C Virus (HCV); Huh7.5.1 HCVcc-Cre infection, luciferase reporter, 44 h; Potency, µM (top dose mostly 41.8 µM), for inactives: at the top dose activity change, negative = inhibition, actives largely listed as inhibitors; 3.4% of 340,000 active; also: potency is read from the fitted curve at half-maximal effect
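Antiviral activity was scored by luciferase reporter output from cells infected with HCVcc-Cre (~0.5 moi) in presence of compound, 44 h infection period, cells seeded 1,000/well 4 h prior.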
AMA1-RON2 inh = qHTS for Inhibitors of AMA1-RON; Towards Development of Antimalarial Drug Lead: Primary Screen. Plasmodium falciparum AMA1 (3D7) - RON2 peptide interaction. 0.2% of 360,000 active. AID 720542, 2013. Potency, µM (highest dose often 58.2 µM), inactives show top-dose activity change, negative = inhibition, most hits filed as inhibitors. AlphaScreen AMA1-biotinylated RON2 peptide binding;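 also: potency is read from the fitted curve at half-maximal effect; 0% = vehicle wells and -100% = peptide control; nearly all actives have a fitted effect of over 45% in size; some results filed as inactive show a strong effect at the top dose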
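AMA1 (3D7) with his tag at 25 nM final met compounds first, then biotinylated RON2 peptide at 25 nM; detection used donor plus acceptor beads, 10 µg/mL apiece, read by AlphaScreen after 30 min at room temperature.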
AmpC detergent = qHTS Inhibitors of AmpC Beta-Lactamase (assay with detergent) | Potency, µM (series often up to 114 µM), for the others: at the highest dose activity change, negative = inhibition, usual class: inhibitors | 0.041% of 370,000 active | P00811 | AmpC hydrolysis of nitrocefin, absorbance 480 nm, 0.01% Triton;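 also: potency is read from the fitted curve at half-maximal effect; 0% = no-compound wells and -100% = no-enzyme wells; nearly all actives have a fitted effect of over 25% in size; some results filed as inactive show a strong effect at the top dose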
Target sequence (P00811 whole entry, looked up): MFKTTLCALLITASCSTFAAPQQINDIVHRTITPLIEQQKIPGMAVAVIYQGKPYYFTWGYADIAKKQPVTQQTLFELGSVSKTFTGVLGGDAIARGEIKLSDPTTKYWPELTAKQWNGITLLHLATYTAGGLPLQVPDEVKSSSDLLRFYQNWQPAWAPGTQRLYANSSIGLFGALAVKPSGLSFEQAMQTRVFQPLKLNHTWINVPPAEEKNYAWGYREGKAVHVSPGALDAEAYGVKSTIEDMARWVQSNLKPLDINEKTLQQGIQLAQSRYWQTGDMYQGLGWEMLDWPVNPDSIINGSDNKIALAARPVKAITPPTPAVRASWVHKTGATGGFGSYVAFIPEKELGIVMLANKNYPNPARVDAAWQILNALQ
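20 mM phosphate pH 7.0 + 0.01% (detergent screen) or 0.0001% Triton X-100; 5.3 nM AmpC reagent; cpd preinc 15 min RT; nitrocefin (800 uM stock) to start; A480 q20 s × 4 min; Activity was normalised to no-enzyme and no-compound control wells.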
FBPA Giardia inh = qHTS Assay for Inhibitors of Fructose-1,6-bisphosphate Aldolase from Giardia Lamblia | A8B2U2 | purified Giardia FBPA | Potency, µM (series often up to 59.6 µM), inactives show at the top dose activity, negative = inhibition, actives largely listed as inhibitors | 0.71% of 290,000 active | AID 2451, 2010; also: potency is read from the fitted curve at half-maximal effect; nearly all actives have a fitted effect of over 55% in size
Target sequence (A8B2U2 whole entry, looked up): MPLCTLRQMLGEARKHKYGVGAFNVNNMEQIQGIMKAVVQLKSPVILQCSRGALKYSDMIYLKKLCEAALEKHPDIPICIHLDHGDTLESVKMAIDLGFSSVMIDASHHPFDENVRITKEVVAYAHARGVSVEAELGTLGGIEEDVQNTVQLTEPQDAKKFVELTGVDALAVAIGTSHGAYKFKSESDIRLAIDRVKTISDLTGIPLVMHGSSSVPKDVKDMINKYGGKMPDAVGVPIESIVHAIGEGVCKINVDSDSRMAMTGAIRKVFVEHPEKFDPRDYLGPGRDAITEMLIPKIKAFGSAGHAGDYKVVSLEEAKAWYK
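Giardia FBPA (40 nM reagent) was preincubated 10 min at RT with compound (up to 57.5 uM final), then substrate plus GAPDH/TPI/NAD/arsenate coupling system with diaphorase/resazurin was added; resorufin fluorescence (525/598 nm) was read after 20 min.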
Sm TGR block = qHTS Assay for the Inhibitors of Schistosoma Mansoni Peroxiredoxins; 3% of 360,000 active; Potency, µM (top dose mostly 114 µM), for inactives: at the top dose activity change, negative = inhibition, usual class: inhibitors; AID 485364, 2010; purified TGR, DTNB reduction, TNB absorbance 405 nm; also: potency is read from the fitted curve at half-maximal effect; nearly all actives have a fitted effect of over 60% in size
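First, TGR (20 nM dispensed) and NADPH were mixed with compound. Second, a 15 min room-temperature incubation followed. Third, further NADPH and then DTNB were added to start the reaction. Finally, TNB absorbance was monitored kinetically.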
HCMV antiviral = qHTS Assay for inhibitors of the human cytomegalovirus (HCMV); HFF cells, HCMV-luciferase reporter, 72 h; active compounds read low; activity change, negative = inhibition, % at 57.5 µM; 4.5% of 410,000 active; in the data active = activity change below about -60%; inconclusive = no clear call, values can overlap the other calls; inactive = above about -39%
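After 16 h attachment at 37C, HFF cells received test compound and HCMV-luciferase (1 PFU/cell); reporter luminescence read 72 h later, data normalized against buffer-only and known inhibitor Salinomycin.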
The depositor's hits bear a star; ? = inconclusive; . = not tested or not shown; & = joins results of further samples; [ ] = remark or other dose. Unless noted, calls follow the shape of the dose curve; as a rule, active = well fitted curve in the direction sought with a large enough effect; inconclusive = small, poorly fitted or top-dose-only effect, or another doubt; inactive = no such curve, though single readings can be large; an effect the other way counts as inactive or inconclusive. Unless noted, % is scaled to controls: 0 for no effect and ±100 for the full control effect.

canonical_smiles,HCV inhibitor,AMA1-RON2 inh,AmpC detergent,FBPA Giardia inh,Sm TGR block,HCMV antiviral
COc1ccc(C(=O)N/N=C/c2ccc(OC)c(CN3CCN(c4ccc(F)cc4)CC3)c2)cc1,?,-1%,-20%,6%,-2%,50
FC(F)(F)c1cnc(COc2cc(Cl)cc(Cl)c2)c(Cl)c1,2%,5%,-7%,-4%,14%,?
CCCCN(CC)S(=O)(=O)c1ccc(C(=O)Nc2nnc(-c3cccs3)o2)cc1,?,108%[activator],5%,?,1%,.
Cc1ccccc1NC(=O)c1ccc(F)c(S(=O)(=O)N2CCN(c3ccccc3F)CC2)c1,.,.,-4%,.,-3%,?
O=[N+]([O-])c1ccc(CSc2ncnc3ccccc23)cc1,?,?,0%,-12%,4%,-21
O=C(C1CCC(CNS(=O)(=O)c2ccc(Br)s2)CC1)N1CCN(c2ccccc2)CC1 (stereo not given),.,.,14%,.,3%,-1
Cc1ccc(-c2[nH]ncc2C(=O)c2ccccc2C)c(O)c1,-8%,54%[activator],2%,-7%,2%,19
COc1ccc(C)cc1S(=O)(=O)N(CC(=O)O)c1ccccc1,25%,-19%,0%,3%,7%,-13
Cc1ccc2nc(NC(=O)CN(C)S(=O)(=O)c3cccc4nsnc34)sc2c1,-9%&-29%,-9%,5%,6%,-3%,18
COc1ccccc1CNC(=O)CCc1c(C)c2ccc(OC)c(C)c2oc1=O,.,.,17%,.,1%,-4
O=c1c2ccccc2nc(SCc2cn3ccsc3n2)n1-c1ccccc1,1%,-9%,-1%,-5%,-13%,?
C=CCCc1ccc(C#N)c(SCc2c(C(=O)OCC)c3cc(OC(C)=O)c(Br)cc3n2C)n1,?,10%,-6%,2%,-13%,.
Cc1nnc(N2CCN(C(=O)Nc3cccc(C(F)(F)F)c3)CC2)c2nn(-c3ccccc3)c(C)c12,.,.,-4%,.,-1%,?
O=C(NCC(c1cccs1)N1CCOCC1)C1CCN(S(=O)(=O)c2ccccc2C(F)(F)F)CC1 (stereo not given),-20%,1%,-4%,.,-18%,59
CCOC(=O)c1cc(-c2ccccc2)n(CCCC(=O)Nc2ccc(C)cc2C)c1C,.,.,6%,.,11%,0
CC(C)Oc1ccc(CN2CCCC(CO)(Cc3ccccc3)C2)cc1CO (stereo not given),-2%,14%,?,1%,0%,26
Cc1ccc(NC2=CC(c3ccccc3F)N(c3ccc(C)cc3)C2=O)cc1 (stereo not given),.,.,0%,.,?,22
Cn1nc(-c2ccc(Cl)cc2)cc1NC(=O)CSCC(=O)O,-28%,18%,-7%,16%,-4%,14
CCOC(=O)c1cc(-c2ccccc2C)nn1Cc1cc(CC)no1,-16%,87%[activator],-11%,.,0%,62
CCC(OC(=O)CN1C(=O)C(=O)c2ccccc21)C(=O)Nc1ccccc1OC (stereo not given),-7%,-6%,-5%,-11%,2%,-63*
CC(C)(C)c1ccc(OCC(O)CN2CCOCC2)cc1 (stereo not given),?,9%,.,.,.,5
Cc1ccc(OCC(=O)N2CCN(S(=O)(=O)c3ccc4c(c3)OCCO4)CC2)c(C)c1,-24%,-2%,2%,.,0%,?
NNC(=O)c1ccc(O)cc1O,4%,7%,5%,-4%,2%,-24
COc1cccc(NS(=O)(=O)Cc2ccccc2)c1,-8%,-6%,0%,3%,-19%,56
CCCCC(CC)CNC(=O)CCCn1c(=O)[nH]c2ccsc2c1=O (stereo not given),.,.,-7%,.,-5%,-21

Entries of single compounds, looked up by structure. Screens in order: HCV inhibitor | AMA1-RON2 inh | AmpC detergent | FBPA Giardia inh | Sm TGR block | HCMV antiviral
COc1cccc(NS(=O)(=O)Cc2ccccc2)c1 across the screens: -8% | -6% | 0% | 3% | -19% | 56
CCC(OC(=O)CN1C(=O)C(=O)c2ccccc21)C(=O)Nc1ccccc1OC (stereo not given) across the screens: -7% | -6% | -5% | -11% | 2% | -63*
CCOC(=O)c1cc(-c2ccccc2C)nn1Cc1cc(CC)no1 across the screens: -16% | 87%[activator] | -11% | . | 0% | 62

The listing continues:
canonical_smiles,HCV inhibitor,AMA1-RON2 inh,AmpC detergent,FBPA Giardia inh,Sm TGR block,HCMV antiviral
CC(C)(CO)Nc1nc(Nc2ccccc2)nc(Nc2ccccc2)n1,10µM*,-3%,-5%,-13%,3%,-11
COc1cccc(CNC(=O)c2c(O)nc3ccccn3c2=O)c1,.,.,-2%,.,1%,4
CCN(CCCNC(=O)c1nn(-c2ccc(OC)cc2)c(=O)c2c1c1ccccc1n2C)c1ccccc1,.,.,2%,.,11%,13
OCCN(Cc1ccccc1)Cc1ccccc1F,6%,-29%,-6%,?,-3%,16
COc1ccc2c(c1)C(c1ccc(N(CCCl)CCCl)cc1)=NCC2,?,?,.,.,.,?
Cc1ccccc1C(=O)O/N=C(\N)Cc1cccs1,?,13%,-3%,1%,2%,-62*
CCOc1ccc(NC(=O)COc2ccc(-n3cnnn3)cc2)cc1,-8%,6%,1%,.,6%,-8
O=C(COc1ccc(F)cc1)Nc1ccc2nc(SCCOc3ccccc3)sc2c1,.,.,19%,.,4%,?
COc1cccc(NC(=O)c2cc(CN3CCOCC3)on2)c1,.,.,2%,.,-6%,37
Cc1cccc2cc(C#N)c(SCC(=O)NCC3CCCO3)nc12 (stereo not given),0%,-7%,2%,-3%,?,-1
CN1CCN(C(=O)c2cnn(-c3ccccc3)c2NC(=O)c2ccccc2)CC1,-14%,-15%,-7%,9%,-9%,-25
COc1cc(O)c(C(C)=O)c2c1C=CC(C)(C)O2,?,-1%,.,.,.,13
CCN(CC)c1ccc(NC(=S)NC(=O)C2CCC2)cc1,?,-12%,1%,.,?,-5
C=CCN1C(=O)/C(=C/c2cccs2)S/C1=N\S(=O)(=O)c1ccc(F)cc1,-1%,-6%,-1%,0%,1%,-31
CCN(CC)CC(=O)N1c2ccccc2Sc2ccccc21,15%,-8%,1%,0%,-5%,1
CN1CCN(S(=O)(=O)c2cccc(C(=O)N(Cc3ccccc3)c3ccccc3)c2)CC1,0%,-22%,.,.,.,-5
CCCNC(=O)c1ccc2nc(-c3ccccc3)c(-c3ccccc3)nc2c1,?,1%,1%,-3%,-12%,30
CN(C)c1ccc(C(c2ccc(N(C)C)cc2)c2ccc([N+](=O)[O-])cc2)cc1,-16%,8.9µM*,-12%,-9%,-12%,-16
O=C(CC1(O)C(=O)N(Cc2ccccc2Cl)c2ccccc21)c1ccco1 (stereo not given),6%,-8%,?,-1%,0%,-10
CN(CC(=O)Nc1cccc(F)c1)C(=O)CN1c2cccc3cccc(c23)S1(=O)=O,?,-5%,7%,.,-12%,0
CCCCSCCCNC(=O)C1CCC(CNS(=O)(=O)c2ccccc2)CC1 (stereo not given),13%,3%,-1%&-2%,5%,0%&0%,-8&-34
CCOC(=O)c1c(CN2CCOCC2)oc2ccc(OC(C)=O)cc12,-6%,5%,?,1%,0%,23
Cc1ccc(-c2nnc(Nc3ccc(C(N)=O)cc3)c3ccccc23)cc1S(N)(=O)=O,.,.,-1%,.,16%,-16
Cc1ccc(Cl)cc1NC(=O)c1cc(S(=O)(=O)N2CCCCCC2)cn1C,.,.,-1%,.,-12%,-9
Cc1ccc(C(=O)OCc2cc3ccccc3[nH]c2=O)cc1,6%,2%,?,-3%,2%,9

Reprinted at random: two entries already listed
canonical_smiles,HCV inhibitor,AMA1-RON2 inh,AmpC detergent,FBPA Giardia inh,Sm TGR block,HCMV antiviral
CCN(CC)c1ccc(NC(=S)NC(=O)C2CCC2)cc1,?,-12%,1%,.,?,-5
CC(C)Oc1ccc(CN2CCCC(CO)(Cc3ccccc3)C2)cc1CO (stereo not given),-2%,14%,?,1%,0%,26

By substructure: the compounds so far with an NH in an aromatic ring.
canonical_smiles,HCV inhibitor,AMA1-RON2 inh,AmpC detergent,FBPA Giardia inh,Sm TGR block,HCMV antiviral
Cc1ccc(-c2[nH]ncc2C(=O)c2ccccc2C)c(O)c1,-8%,54%[activator],2%,-7%,2%,19
CCCCC(CC)CNC(=O)CCCn1c(=O)[nH]c2ccsc2c1=O (stereo not given),.,.,-7%,.,-5%,-21
Cc1ccc(C(=O)OCc2cc3ccccc3[nH]c2=O)cc1,6%,2%,?,-3%,2%,9

Returning to the listing, starting two compounds before the break.
canonical_smiles,HCV inhibitor,AMA1-RON2 inh,AmpC detergent,FBPA Giardia inh,Sm TGR block,HCMV antiviral
Cc1ccc(Cl)cc1NC(=O)c1cc(S(=O)(=O)N2CCCCCC2)cn1C,.,.,-1%,.,-12%,-9
Cc1ccc(C(=O)OCc2cc3ccccc3[nH]c2=O)cc1,6%,2%,?,-3%,2%,9
CCCCn1c(NCCO)nc2ccccc21,9%,-3%,-11%,-3%,-14%,29
O=C(NCc1ccc2c(c1)CCN2C(=O)c1ccccc1)c1ccco1,.,.,-3%,.,-11%,-6
CN1CCN(c2oc(-c3cccs3)nc2S(=O)(=O)c2ccccc2)CC1,19%,-6%,?,-1%,-14%,-15
Cc1cc(C)c(C(=O)c2ccc(C(=O)N3CCCCC3)cc2)c(C)c1,?,-13%,-6%,-1%,-25%,?
O=C(COc1ccc2c(c1)OCO2)Nc1nncs1,20%,-13%,-6%,-10%,-13%,-38
CCCCn1c(SCC(=O)Nc2nnc(CC)s2)nc2c1c(=O)n(C)c(=O)n2C,.,1%,-9%,0%,-11%,?
Cc1nn(S(=O)(=O)c2cccs2)c(C)c1Sc1ccccc1,.,.,?,-6%,4%,.
Cc1ccc2c(c1)nnn2C1CCN(CC(=O)Nc2ccccc2N2CCOCC2)CC1,?,0%,-5%,3%,1%,.
CCCC[n+]1ccn(-c2nc3ccccc3nc2[N-]S(=O)(=O)c2ccc(C)cc2)c1,9%,3%,-5%,-1%,-18%,4
O=c1nc2ccccc2c2n1CC(CN1CCN(C(c3ccccc3)c3ccccc3)CC1)N2 (stereo not given),-8%,-3%,-6%,-2%,.,-11
CC(Oc1ccc(F)cc1)C(=O)Nc1ccccc1C(=O)N1CCCCC1 (stereo not given),-5%,-7%,1%,.,-4%,-24
CCOCCCN1CC(C(=O)NCCc2ccc(C)cc2)CC1=O (stereo not given),18%,4%,-4%,4%,-22%,-9
COc1ccc(CN(C)S(=O)(=O)c2nnc(NC(=O)C(C)C)s2)cc1OC,.,.,15%,.,?,0

Compounds were not picked by outcome; any-hit rate near 9.3%.
